HEK293 NFkB inh: inhibitors of the PMA/ionomycin-induced NF-kB reporter in HEK293 cells; HEK-293 NF-kB luciferase reporter, luminescence; inhibition, % at 3 µM; hit rate 0.21% among 62,000;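 active = inhibition above the mean of all tested compounds plus 3 SD, cut at about 40% in these data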;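 note: 0% = stimulated DMSO wells and 100% = 10 µM reference inhibitor 5653914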
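Timing: 1 h pretreatment, 16 h stimulation, 37 °C; system: HEK-293 cells with stable firefly luciferase reporter driven by four HIV NF-kB elements; doses: 3 µM once, 0.30% DMSO; measured by: luciferase luminescence; control set: DMSO and 10 µM reference inhibitor; repeats: single test; reagent: PMA plus ionomycin mix as NF-kB-activating stimulus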
Ecoli tolC: E. coli tolC mutant growth inhibition; E. coli BW25113 tolC mutant growth, OD615; growth inhibition, % at 10 µM (by protocol); hit rate 2.2% among 65,000;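 active = growth inhibition at or above a cutoff equal to the mean over every tested compound plus 3 SD, cut at about 60% in these data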;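 note: growth measured after 20 h incubation at 37 °C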
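Test system: E. coli BW25113 ΔtolC::kan bacteria | Medium: Kanamycin-containing LB broth (50 µg/mL) | Dosing: One dose of 10 µM final | Times: 20 h incubation with compound, 37 °C | Detection: Optical density read at 615 nm | Read-out basis: Percent growth inhibition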
M1 antagonist: blocks the rat M1 muscarinic receptor response to acetylcholine | P08482 | CHO-M1 cells, Fluo-4 calcium, ACh EC80 antagonist mode; active compounds read low | B-score at 10 µM | hit rate 3.4% among 64,000 | AID 628;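 active = calcium fluorescence response, raw or row-and-column corrected B-score, differing from the plate sample mean either way at a set confidence level, mostly lower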
M1 agonist: M1 muscarinic receptor agonism; CHO-M1 cells, Fluo-4 calcium fluorescence, agonist mode; active compounds read high; B-score at 10 µM; hit rate 3% among 64,000;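 active = fluorescence rise, raw or as B-score row- and column-corrected plate score, outside the 99.7% band of its plate's samples, either direction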
Jurkat tox 60K: cytotoxicity toward Jurkat cells | Jurkat E6.1 viability, ATP luminescence, 48 h | inhibition, % at 4 µM | hit rate 1.2% among 56,000 | AID 463;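 active = inhibition above the mean inhibition of all tested compounds plus 3 SD, cut at about 28% in these data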
SF1 activator: activators of human nuclear receptor SF-1; CHO-K1 Gal4-SF-1 LBD luciferase reporter; % increase over DMSO SF-1-specific signal; activation, % at 10 µM; hit rate 1.9% among 65,000; AID 522;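 active = activation above the mean activation of all tested compounds plus 3 SD, cut at about 50% in these data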
Target sequence (Q13285 whole entry, looked up, the tested form may be a part): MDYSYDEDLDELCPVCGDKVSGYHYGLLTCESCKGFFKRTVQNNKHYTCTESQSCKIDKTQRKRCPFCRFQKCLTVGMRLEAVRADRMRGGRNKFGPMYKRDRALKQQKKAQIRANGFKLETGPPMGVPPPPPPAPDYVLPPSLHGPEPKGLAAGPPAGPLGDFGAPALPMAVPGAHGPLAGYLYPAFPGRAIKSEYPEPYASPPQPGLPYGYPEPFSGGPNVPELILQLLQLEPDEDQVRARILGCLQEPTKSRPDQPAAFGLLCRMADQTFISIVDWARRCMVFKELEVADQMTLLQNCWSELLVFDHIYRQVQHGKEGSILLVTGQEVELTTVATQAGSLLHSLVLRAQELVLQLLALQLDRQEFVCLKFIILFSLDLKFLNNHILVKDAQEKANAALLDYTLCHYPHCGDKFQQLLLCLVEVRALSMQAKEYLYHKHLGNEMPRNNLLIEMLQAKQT
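Assay system: CHO-K1 cells co-transfected with Gal4 DBD–human SF-1 LBD, 5xGal4 luciferase reporter / Input: 4,000 cells per well / Incubation: 20 h compound exposure at 37 °C after 1 h cell settling / Detection: SteadyLite luciferase luminescence / Control set: DMSO negative control and −SF1 background wells / Replication: one test per compound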
NADH enzymes: blocks coupling enzymes of NAD/NADH assays; hit rate 0.02% among 65,000; coupled PK/LDH NADH assays, four targets; AID 774; IC50, µM (highest dose often 10 µM), for inactives: top-dose inhibition;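 active = single-dose screening hits from any of four coupled enzyme assays that gave an IC50 when retested across doses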;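 note: the DPM-DC format reads NADH fluorescence rather than 340 nm absorbance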
D1 mod: allosteric modulators of human D1 dopamine receptor; P21728; B-score at 10 µM; hit rate 5.9% among 58,000; HEK293 D1, CRE-luciferase, dopamine EC30 potentiation; actives deviate in either direction;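 active = luminescence count or its row- and column-corrected plate score outside the 99.7% band of the plate's sample wells, on either side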
TNAP act mid DEA: activators of human TNAP at intermediate phosphate acceptor. purified TNAP, CDP-star luminescence, 100 mM DEA, 30 min; active compounds read high; scale: 0 levamisole-inhibited, 1 vehicle-only enzyme. P05186. activation factor at 20 µM. 64,000 tested, under 10 active;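 active = activation factor of at least 2 at 20 µM, relative to controls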
Target sequence (P05186 whole entry, looked up): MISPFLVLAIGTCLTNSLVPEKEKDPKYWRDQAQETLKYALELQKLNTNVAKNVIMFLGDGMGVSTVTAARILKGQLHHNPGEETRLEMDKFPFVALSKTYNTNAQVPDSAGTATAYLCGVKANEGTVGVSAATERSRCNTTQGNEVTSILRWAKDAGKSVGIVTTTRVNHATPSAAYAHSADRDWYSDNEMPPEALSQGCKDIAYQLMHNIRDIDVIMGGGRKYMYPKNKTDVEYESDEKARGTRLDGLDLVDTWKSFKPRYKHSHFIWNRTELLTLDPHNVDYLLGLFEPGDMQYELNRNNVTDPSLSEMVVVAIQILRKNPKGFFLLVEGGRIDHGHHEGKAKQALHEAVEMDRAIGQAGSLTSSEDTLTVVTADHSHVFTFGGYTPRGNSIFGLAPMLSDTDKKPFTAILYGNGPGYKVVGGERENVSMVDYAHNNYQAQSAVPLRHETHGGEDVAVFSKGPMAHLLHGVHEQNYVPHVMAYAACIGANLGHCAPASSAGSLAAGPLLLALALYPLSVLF
* hit, by the source's call; . = no result given; [ ] = another dose, or the depositor's remark.

SMILES | HEK293 NFkB inh | Ecoli tolC | M1 antagonist | M1 agonist | Jurkat tox 60K | SF1 activator | NADH enzymes | D1 mod | TNAP act mid DEA
CCCC(=O)n1nc(-c2ccco2)nc1SCc1ccccc1 | 9 | 13 | 0.19 | 0.57 | -2 | 20 | 5% | -0.72 | 0.9
Cc1ccc(S(=O)(=O)c2nc(S(C)(=O)=O)sc2N(C)C)cc1 | -8 | 10 | -0.17 | -0.16 | 6 | -23 | 6% | . | 1
CCOc1ccc2nc(SC(C)C(N)=O)[nH]c2c1 (configuration not stated) | 16 | -8 | 0.02 | -0.0094 | -4 | 12 | 7% | -0.95 | 0.9
CCOC(=O)C1CCN(C(=O)C2CC(=O)N(c3ccc(C)cc3)C2)CC1 (configuration not stated) | 7 | -15 | 0.62 | -0.055 | 2 | -20 | 7% | 0.018 | 0.9
CCC1Oc2ccc(C)cc2N(CC(=O)N(Cc2ccc3c(c2)OCO3)CC2CCCO2)C1=O (configuration not stated) | 14 | 30 | -0.39 | 1.1 | 8 | 4 | 3% | 0.075 | 0.9
CCN(CC)CC(=O)N(CC(=O)Nc1c(C)cc(C)cc1C)C1CCCCC1 | 15 | -32 | -0.58 | -0.33 | 0 | -1 | 6% | -0.2 | 1
Cn1c(C(=O)N2CCN(c3ccc(Cl)cc3)CC2)cc2c(=O)[nH]c3ccccc3c21 | -10 | 13 | 0.78 | 0.89 | 3 | 3 | 6% | . | 1
O=C(Cn1nc(-c2ccccc2)ccc1=O)NCc1ccc2c(c1)OCO2 | 17 | -20 | -0.065 | 0.62 | 6 | -1 | 7% | -1.1 | 1
O=C(Nc1ccccc1)C1CCN(c2nccs2)CC1 | 17 | 0 | 0.9 | -0.076 | -3 | -16 | 2% | -0.046 | 0.9
C(=N\c1nc2ccccc2n1CCN1CCCCC1)/c1cccs1 | 5 | 8 | -0.039 | 0.39 | -4 | 5 | 9% | -1.8 | 0.9
O=C(COC(=O)c1ccccc1NC(=O)c1ccco1)NCCC1=CCCCC1 | 8 | 13 | 1.5 | -1.5 | 10 | 36 | 12%[fluoresces] | 0.73 | 0.9
Cn1c2ccccc2c2ncn(CCN3CCOCC3)c(=O)c21 | 9 | -10 | 0.3 | -0.11 | 3 | 5 | 7% | 0.086 | 0.9
Cc1ccc(-c2nn(C)c(=O)c3ccccc23)cc1S(=O)(=O)N1CCCC1 | 11 | 26 | 0.54 | 0.14 | 4 | -14 | 10% | 0.48 | 0.9
Cc1cccc(N2CCN(C(=O)CCn3c(=O)[nH]c4ccccc4c3=O)CC2)c1C | 14 | 12 | 0.48 | 1.2 | -4 | 11 | 5% | 0.75 | 0.9
CCN(CC)S(=O)(=O)c1cc(C(=O)NC2CCCCC2)ccc1C | -8 | -3 | 0.42 | 0.079 | 0 | 48 | 1% | -1.4 | 0.9
COc1ccccc1OCCOc1ccccc1/C=N/n1cnnc1 | 8 | -3 | 0.51 | -0.48 | -3 | 27 | 2% | 0.039 | 0.8
COc1ccc(CC(NC(C)=O)C(=O)N2CCN(C(=O)N(C(C)C)C(C)C)CC2)cc1 (configuration not stated) | 5 | -22 | -1.1 | -0.075 | 10 | 7 | 3% | 0.9 | 1
O=C(c1ccc2c(c1)c(=O)oc1ccccc12)N1CCCCC1 | 9 | -1 | 0.47 | -0.71 | -1 | 42 | 13% | 1.1 | 1
Cc1ccc2cc(CN(Cc3ccco3)C(=O)c3ccccc3)c(=O)[nH]c2c1C | 5 | 8 | -0.64 | -0.18 | -3 | -19 | 3% | -0.16 | 0.9
CCc1ccc(NS(=O)(=O)c2cccs2)cc1 | 7 | 24 | -0.03 | 1.8 | 2 | 2 | 2% | 0.9 | 0.9
CCCCn1cnc2cc(NCc3cccc(OC)c3O)ccc21 | 6 | -6 | 0.43 | -1.8 | 1 | -2 | 7% | -0.16 | 0.9
CCOC(=O)Cn1nnc(-c2ccc(SC)cc2)n1 | 14 | 1 | -0.53 | -2.1 | -9 | 7 | 4% | -0.15 | 0.9
Cc1ccc(S(=O)(=O)NC(=O)NC(C)(C)C)cc1 | 4 | -6 | . | . | 4 | 11 | 3% | -0.042 | 1
CCCS(=O)(=O)N1CCC(C(=O)N2CCOCC2)CC1 | 2 | -26 | 0.24 | 0.93 | -10 | -10 | 1% | 0.39 | 0.9
CCC1=[N+]([O-])C(C)(/C(C)=N\O)N(O)C1(C)C (configuration not stated) | 9 | -21 | 0.93 | 0.24 | -4 | -7 | 3% | -0.076 | 1
(cont.)
SMILES | HEK293 NFkB inh | Ecoli tolC | M1 antagonist | M1 agonist | Jurkat tox 60K | SF1 activator | NADH enzymes | D1 mod | TNAP act mid DEA
O=C(Cc1c(F)cccc1Cl)c1ccc(O)cc1O | 11 | 48 | -0.016 | -0.74 | -1 | -6 | 8% | 0.36 | 0.9
Cc1ccc2nc(N3CCOCC3)c3nncn3c2c1 | 3 | 6 | -0.21 | 0.65 | -12 | 7 | 4% | 0.89 | 0.9
CCOC(=O)N1CCN(C2=NC3(CCCCC3)C(C#N)C(=O)N2)CC1 (configuration not stated) | -3 | -5 | -0.51 | 0.068 | -2 | -8 | 6% | -0.27 | 0.9
COc1ccc(CN(Cc2nc3ccccc3c(=O)[nH]2)C(=O)C(C)(C)C)cc1 | 9 | -3 | 0.82 | -0.77 | -2 | -12 | 7% | -4.9* | 0.9
COC(=O)Cc1c(C)nc2nc(-c3ccccc3)[nH]n2c1=O | 5 | 0 | -0.98 | -0.31 | -3 | 2 | 5% | -0.0035 | 0.9
CC(=O)NCCCc1c[nH]c2ccc(Cl)cc12 | 3 | 6 | -0.3 | -0.12 | 1 | 1 | 2% | -0.16 | 1
O=C(Nc1ccc(Cl)cc1C(=O)Nc1ccc(Br)cn1)c1ccco1 | 9 | 40 | 0.14 | -0.48 | 0 | -17 | 3% | 0.062 | 0.8
CCn1c(CNc2ccc(OC)cc2)nnc1SCC(=O)N1CCCc2ccccc21 | 6 | 22 | -0.36 | -0.79 | -3 | 4 | 7% | 0.043 | 0.9
O=C(CN1CCCCC1)Nc1ccc(S(=O)(=O)N2CCCCCC2)cc1 | 13 | 1 | -1.5 | 0.018 | 9 | 2 | 0% | 0.73 | 1
Cc1cc2ncn(CC(O)COc3cccc(C(=O)O)c3)c2cc1C (configuration not stated) | 16 | -19 | . | . | 4 | -2 | 3% | . | 0.9
CCN(CC)C(=O)C1CCCN(Cc2ccc(N(C)C)cc2)C1 (configuration not stated) | 6 | -14 | 0.11 | -0.37 | -7 | -9 | 6% | -1.4 | 1
COc1cc(CNc2cccc(F)c2)cc(Br)c1O | 9 | -9 | -0.0095 | -2.4 | -6 | -11 | 6% | 0.41 | 0.9
CCCCCCc1c(O)c2ccccc2[nH]c1=O | 2 | 23 | -0.66 | 13* | 2 | 8 | 2% | 0.11 | 0.9
Cc1n[nH]c(C)c1S(=O)(=O)N1CCCC(C(=O)NC2CCCCC2)C1 (configuration not stated) | 3 | -1 | 0.061 | 0.64 | -2 | -4 | 11% | -0.16 | 0.7
CCCCOc1ccc(S(=O)(=O)Nc2cccnc2)cc1 | 13 | 13 | -1.5 | 4.9* | 15 | -49 | 4% | -0.72 | 0.8
COc1ccccc1NC(=O)Cc1noc(CSc2nnc(C)s2)n1 | 25 | -6 | 0.029 | -0.023 | . | -13 | 3% | 0.048 | 0.9
CC(C)(C)SCCNC(=O)CSc1ccccc1 | -8 | 9 | -0.083 | 0.5 | -3 | 17 | 3% | 1.4 | 0.9
Cc1cc(NCC2CCCO2)n2c(nc3ccccc32)c1C#N (configuration not stated) | . | 16 | 1.5 | 0.012 | . | 5 | 2%[fluoresces] | 0.38 | 1
Cc1cccc(N2CCN(C(=O)C3CCN(S(=O)(=O)c4cnc[nH]4)CC3)CC2)c1C | 8 | 6 | -0.13 | -0.54 | -3 | 12 | 8% | -0.41 | 1
CC(c1nnc(SCC(=O)c2c(N)n(C)c(=O)n(C)c2=O)n1-c1ccc(Cl)cc1)N(C)C (configuration not stated) | -8 | 1 | 0.47 | -0.35 | 7 | 1 | 2% | 0.31 | 1
Cc1cc(C)n2nc(C(=O)OCCOc3ccc(F)cc3)nc2n1 | 8 | -22 | 0.18 | -0.17 | -7 | 6 | 5% | . | 0.9
CCC(C)NC(=O)CN(c1ccc2c(c1)OCO2)S(=O)(=O)c1c(C)n[nH]c1C (configuration not stated) | 8 | 1 | -0.044 | 0.65 | -2 | -9 | 3% | -0.45 | 0.9
CC1(C)CC(=O)C2=C(C1)N(CCN1CCOCC1)C1=C(C(=O)CC(C)(C)C1)C2c1cccc(F)c1 | 10 | 6 | . | . | 12 | 4 | 3%[fluoresces] | -1.7 | 1
CCCc1cc(=O)oc2c(CN3CCCC3)c(O)ccc12 | . | 12 | 0.2 | 0.76 | . | -12 | 3%[fluoresces] | -1.3 | 1
O=S(=O)(NCc1cccnc1)c1ccc(Cl)c(Cl)c1 | . | 11 | 0.0054 | 0.3 | . | . | 3% | 2.3 | 0.8
(cont.)
SMILES | HEK293 NFkB inh | Ecoli tolC | M1 antagonist | M1 agonist | Jurkat tox 60K | SF1 activator | NADH enzymes | D1 mod | TNAP act mid DEA
O=C1CCCC2=C1C1(CCCCC1)N=C(Nc1nc3ccccc3o1)N2 | 18 | -8 | 0.11 | 0.46 | 1 | -12 | 3% | -0.64 | 0.9
O=S(=O)(Nc1ccncc1)c1ccccc1 | -2 | -11 | -0.83 | 0.6 | 2 | 0 | 4% | -0.83 | 0.9
COc1cccc(C(=O)Nc2nnc(-c3cccs3)o2)c1 | 5 | 69* | -0.85 | -0.054 | 10 | 10 | 5% | -1.6 | 0.9
Cc1ccc(C2=CSC3=NCCN23)c(C)c1 | 7 | -5 | -0.99 | 0.17 | -1 | -7 | 5% | 0.61 | 1
Brc1ccc2c(c1)CNc1c(ncnc1N1CCOCC1)O2 | . | 12 | -0.13 | 0.83 | . | -17 | 3% | . | 0.9
CC(C)=CCc1c(C)nc2ccccc2c1C(=O)O | 3 | -26 | 0.99 | 1 | 4 | -18 | 5% | -0.015 | 1
Cn1c(SCC(=O)NCc2ccc3c(c2)OCO3)nnc1-c1cc2ccccc2cc1O | 1 | 22 | -1.7 | -1.6 | 2 | 0 | 10% | -0.02 | 0.8
Cc1ccc2oc(=O)c3cnn(CC(=O)N(CCC(C)C)Cc4ccco4)c3c2c1 | 24 | -1 | 0.58 | 0.42 | 1 | -30 | 4% | 0.52 | 0.9
Cn1c(SCC(=O)NCc2ccco2)nnc1-c1cccs1 | 16 | -19 | 2.3* | 0.024 | 0 | -7 | 11% | 0.064 | 0.9
COc1ccc(C(=O)N2CCc3cc(OC)c(OC)cc3C2)cc1OC | 8 | -13 | 0.38 | -0.2 | 7 | -5 | 3% | 3.7* | 1

Some entries already given, limited to D1 mod and SF1 activator.
| compound | D1 mod | SF1 activator |
| --- | --- | --- |
| Cn1c(SCC(=O)NCc2ccc3c(c2)OCO3)nnc1-c1cc2ccccc2cc1O | -0.02 | 0 |
| COc1ccc(C(=O)N2CCc3cc(OC)c(OC)cc3C2)cc1OC | 3.7* | -5 |
| Cc1ccc(C2=CSC3=NCCN23)c(C)c1 | 0.61 | -7 |
| COc1cccc(C(=O)Nc2nnc(-c3cccs3)o2)c1 | -1.6 | 10 |

Source: PubChem (several laboratories)
